Screening data as filed in PubChem.
CXCR6 block = CXCR6 (human) receptor inhibition | O00574 | CHO-K1 PathHunter CXCR6 beta-arrestin, luminescence | inhibition, % at 20 µM | hit rate 0.36% among 360,000; in the data active = inhibition above about 34%, passing the limit was not always enough;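 note: antagonist mode with CXCL16 agonist at 10 nM final; 0% = 10 nM CXCL16 with DMSO and 100% = unstimulated wells without agonist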
Target sequence (O00574 whole entry, looked up): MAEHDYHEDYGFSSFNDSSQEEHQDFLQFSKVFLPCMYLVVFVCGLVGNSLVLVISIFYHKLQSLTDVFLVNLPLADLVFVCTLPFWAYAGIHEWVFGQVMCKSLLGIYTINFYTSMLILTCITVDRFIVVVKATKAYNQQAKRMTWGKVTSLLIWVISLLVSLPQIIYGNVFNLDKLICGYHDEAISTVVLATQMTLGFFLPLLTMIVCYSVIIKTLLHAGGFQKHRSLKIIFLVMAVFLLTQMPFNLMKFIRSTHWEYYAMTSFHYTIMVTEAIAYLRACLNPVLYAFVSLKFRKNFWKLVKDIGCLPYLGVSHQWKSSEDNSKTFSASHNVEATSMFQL
tim23-1 inh = inhibits growth of tim23-1 mutant yeast; hit rate 1.3% among 330,000; S. cerevisiae tim23-1 growth, BacTiter-Glo luminescence, 24 h; inhibition, % at 20 µM;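 active = growth inhibition of the mutant yeast at or above 50%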;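 note: temperature-sensitive mutant grown at 25 °C; plate controls were DMSO-treated mutant yeast for no effect and medium wells lacking yeast for full effect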
APJ agonist = APJ receptor agonism; P35414; CHO-K1 APJ PathHunter beta-arrestin, luminescence; 0% DMSO wells, 100% apelin; activation, % at 20 µM; hit rate 0.11% among 330,000;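 active = activation more than six SD over the plate average, tested at 20 µM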;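 note: 0% = DMSO alone and 100% = apelin-13 at 10 nM; some results filed as inactive read as strong as hits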
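Material: engineered CHO-K1 APJ arrestin reporter cells; amount: 1000 CHO-K1 reporter cells seeded per well; incubation: compound stimulation 90 min at 25 °C, detection 60 min; signal: luminescent beta-gal fragment complementation, chemiluminescent substrate; read-out basis: APJ agonist activity; controls: DMSO-only wells as negative, 10 nM Apelin-13 as positive control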
Mdm2-MdmX inh = human Mdm2/MdmX binding inhibition. hit rate 3% among 330,000. SaOS-2 split-luciferase Mdm2/MdmX complementation, luminescence. O15151+Q00987. inhibition, % at 8 µM;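 active = inhibition of at least 50% at 8 µM in the primary screen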
EBI2 block = antagonists of human EBI2 receptor. P32249. AID 651636. hit rate 0.81% among 360,000. inhibition, % at 5 µM. EBI2 beta-arrestin recruitment, luminescence, 7a,25-OHC stimulated; in the data active = inhibition above about 38%;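 note: enzyme fragment complementation signal reports receptor beta-arrestin coupling in cells; 0% = agonist plus DMSO wells and 100% = wells without agonist; some results beyond the cut were filed as inactive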
APJ antag = antagonists of human APJ apelin receptor | hit rate 0.32% among 330,000 | AID 2521 | P35414 | inhibition, % at 20 µM | CHO-K1 APJ beta-arrestin complementation, luminescence;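 active = inhibition above about 40% at 20 µM, limit read from the data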;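 note: cells challenged with 10 nM apelin-13 agonist together with compound; plate controls were apelin-13 plus DMSO wells for no effect and DMSO wells lacking apelin-13 for full effect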
CHOP UPR activ = activators of apoptotic arm of unfolded protein response (CHOP). activation, % at 10 µM. CHO-CHOP luciferase reporter, UPR activation, luminescence; percent of tunicamycin response over DMSO baseline. hit rate 0.34% among 330,000. AID 449763;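 active = at 10 µM dose, activation of 40% or more, normalized to positive control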;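 note: 100% = tunicamycin at 10 µg/mL and 0% = DMSO alone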
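System: CHO-CHOP luciferase reporter cell line; amount: 500 cells/well; buffer or medium: F12 medium containing 10% fetal bovine serum; incubation: 6 h compound exposure at 37 °C after overnight seeding; measured by: luciferase luminescence after 10 min with Steady-Glo reagent; evaluation: % reporter activation, DMSO baseline versus tunicamycin full activation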
CCR6 antag = CCR6 (human) receptor antagonism | P51684 | CHO-K1 CCR6 PathHunter beta-arrestin, luminescence, CCL20-stimulated | inhibition, % at 20 µM | hit rate 0.49% among 340,000 | AID 493098;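 active = compounds whose inhibition of the agonist-driven luminescence signal at 20 µM reaches about 50%, limit read from the data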;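 note: cells stimulated with CCL20 at 14 nM final; plate controls were DMSO with CCL20 for no effect and DMSO without agonist for full effect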
Target sequence (P51684 whole entry, looked up): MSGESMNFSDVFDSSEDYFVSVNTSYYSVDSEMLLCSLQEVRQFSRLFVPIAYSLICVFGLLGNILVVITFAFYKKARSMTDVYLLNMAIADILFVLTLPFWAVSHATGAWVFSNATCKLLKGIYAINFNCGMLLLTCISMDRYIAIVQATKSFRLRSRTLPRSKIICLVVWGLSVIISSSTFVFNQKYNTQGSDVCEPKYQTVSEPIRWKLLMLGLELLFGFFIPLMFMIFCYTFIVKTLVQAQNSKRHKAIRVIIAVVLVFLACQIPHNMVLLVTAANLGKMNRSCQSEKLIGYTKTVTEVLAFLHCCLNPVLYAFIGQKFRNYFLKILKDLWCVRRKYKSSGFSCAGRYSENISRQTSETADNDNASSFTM
UPR XBP1 act = activators of adaptive arm of unfolded protein response (XBP1). CHO-XBP1 luciferase reporter, IRE1-XBP1 UPR activation, luminescence; percent of tunicamycin response, DMSO as zero. hit rate 0.33% among 330,000. activation, % at 20 µM;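 active = versus positive control, 20 µM dose yields 30% or more activation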;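 note: 100% = tunicamycin at 10 µg/mL and 0% = DMSO only wells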
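Material: IRE1-XBP1 luciferase reporter CHO line / Quantity: one thousand reporter cells per well / Buffer or medium: F12 with 10% serum / Compound: 20 µM single concentration, DMSO 1% / Times: 6 h treatment, 37 °C / Detection: Steady-Glo luciferase glow luminescence, 10 min after reagent addition / Benchmarks: tunicamycin high, DMSO low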
Numbers without * were called inactive. This is a subset; rates above refer to the full screens.

SMILES	CXCR6 block	tim23-1 inh	APJ agonist	Mdm2-MdmX inh	EBI2 block	APJ antag	CHOP UPR activ	CCR6 antag	UPR XBP1 act
Cc1ccc2oc(=O)c3cnn(CC(=O)N(CCCN4CCOCC4)Cc4ccco4)c3c2c1	-4	12	-5	5	32	4	-1.9	5	-1
Cc1c(N)cc[n+](CC(=O)c2ccccc2)c1C	0	-3	-1	-32	-5	1	0.2	3	2
CN(C)S(=O)(=O)N1CCN(c2ccc([N+](=O)[O-])c(N3CCCCC3)c2)CC1	11	16	-6	3	3	11	2.6	17	0
CCCC(=N)C1=C(O)CC(CC(C)SCC)CC1=O (stereo unspecified)	-7	8	-3	0	-9	0	1.6	5	-2
O=C(CSc1nc2ccccc2[nH]1)N/N=C/c1ccncc1	-12	0	5	-4	1	-10	-0.1	4	1
CC(=O)Oc1cc2c3c(c1)/C(=C1/SC(=S)NC1=O)C(=O)N3C(C)(C)C=C2C	23	37	-6	10	5	13	-1.4	40	-2
CCCn1c(N)c(C(=O)CSc2nnc(Cc3ccccc3)o2)c(=O)n(C)c1=O	-13	-8	12	-9	-17	-20	0.5	4	2
CC1C(C#N)=C(N)OC2=C1C(=O)CCC2 (stereo unspecified)	-7	11	4	-2	11	-14	-0.5	-3	-1
COc1ccccc1C/C(N)=N/OC(=O)COc1cccc(C)c1	-20	21	3	3	-1	-4	5.1	3	-1
COc1nc(OC)nc(N2CCC(C(=O)NCC3CCCCC3)CC2)n1	1	17	-1	11	-7	3	-1.7	-9	1
COc1cc2[nH]c(=S)nc(NCCc3ccc(S(N)(=O)=O)cc3)c2cc1OC	2	-10	-3	27	-2	-13	-1.1	14	1
CCc1ccc(NC(=O)c2noc(C(C)C)c2[N+](=O)[O-])cc1	4	42	1	8	-8	3	2.4	-10	3
O=C(COC(=O)c1cnccn1)Nc1ccccc1-c1ccccc1	1	-2	-3	-10	0	25	-0.5	-3	-1
O=C(CCCn1c(=S)[nH]c2cc3c(cc2c1=O)OCO3)N1CCN(c2ccccc2F)CC1	-8	-13	-1	-9	-2	17	-2.1	3	0
Cc1cc(Br)ccc1NC(=O)CN(C)C(=O)c1ccc(-n2cncn2)c([N+](=O)[O-])c1	-9	-7	1	3	-18	-11	-1.2	8	2
COc1ccc(CCNC(=O)Cc2cccs2)cc1OC	5	17	0	5	6	9	2.1	6	1
Cc1oc2ccc(O)c(CN3CCOCC3)c2c1C(=O)c1ccc(Cl)cc1	-2	39	-3	22	12	1	1.4	17	6
COc1ccc(C(=O)SC2=NCCS2)cc1	-6	39	-5	18	-19	5	0.1	3	-1
CC[N+](CC)(CC)CCOc1cccc(OCC[N+](CC)(CC)CC)c1OCC[N+](CC)(CC)CC	2	-12	-5	9	2	17	21	3	-4
Cc1cc(C)cc(N(CC(=O)NCc2ccco2)C(=O)CCC(=O)Nc2nccs2)c1	1	-3	-4	7	-7	-18	0.8	8	-4
COc1ccc(CCNC(=O)C(C)Sc2ccc(C)cc2)cc1OC (stereo unspecified)	-5	10	1	-14	1	2	2.3	19	-2
NC(=O)c1nsc(C(=O)N(c2ccc(Cl)cc2)C(C(=O)NCC2CCCO2)c2cccs2)c1N (stereo unspecified)	0	10	1	2	16	-3	1.0	9	2
O=C(CNS(=O)(=O)c1cccc2nonc12)NCc1ccc(F)cc1	5	-7	-3	16	-10	14	0.6	3	-1
O=C(COC(=O)c1ccc(O)cc1O)c1ccc(Cl)cc1	2	63*	5	-36	1	18	5.6	-2	3
Cc1ccc(OCCOC(=O)c2c(-c3ccccc3)noc2C)cc1	1	-1	-3	44	9	6	0.2	28	-1
Cc1ccsc1C(=O)N1CCC(CO)(Cc2ccccc2)CC1	-5	16	-2	-2	-4	14	0.7	5	-2
N#Cc1c(N(CCO)CCO)nc(N)c2c(N)nc3c(c12)CC(=O)N3CC1CCCO1 (stereo unspecified)	-11	16	5	6	-2	-32	-0.1	-2	-3
CC(C)(C)OC(=O)CNC(=O)c1[nH]cnc1C(=O)N[C@@H](Cc1ccccc1)C(=O)OC(C)(C)C	5	25	2	28	-28	10	0.1	-1	2
CSc1ccc(Cl)c(C(=O)OCC(=O)Nc2ccccc2OC(F)F)c1	-1	9	-8	11	6	9	0.1	-6	3
COc1ccccc1CNC(=O)C1CCN(S(=O)(=O)c2ccc3c(c2)C(C)(C)C(=O)N3C)CC1	5	15	-2	15	-2	-2	-0.1	-2	-1
COc1ccc(N(C(=O)CNS(=O)(=O)c2ccccc2)C(C(=O)NCc2ccco2)C(C)C)cc1 (stereo unspecified)	-2	15	-6	0	4	-17	-1.8	11	1
CCCOc1ccc(-c2csc3ncn(Cc4ccc(C(=O)O)cc4)c(=O)c23)cc1	-3	8	-2	26	-1	-6	0.5	1	-6
O=C(Nc1ccc(NC(=O)c2cccs2)cc1)c1ccc2c(c1)OCCO2	-4	2	-2	2	7	3	-1.4	-7	0
O=C(CSc1ccc(Cl)cc1)NNC(=O)c1cccnc1	-5	-18	-2	27	-2	12	0.3	0	-5
COc1ccc(C(=S)N(C)C)cc1OC	-5	7	-1	2	-2	8	-1.0	-15	4
O=C(NCCC1=CCCCC1)c1ccc(-n2cncn2)cc1	4	13	-3	-91	5	3	6.8	5	-2
CCCOc1ccc(C(=O)C(CN2CCOCC2)c2ccccc2)cc1 (stereo unspecified)	5	32	-5	91*	-44	5	33	22	12
COc1ccccc1-c1sc2ccccc2c1C#Cc1ccc(N(C)C)cc1	-14	13	1	-5	-10	-7	-1.9	-3	1
O=C(CSc1nnc(Cn2nnc(-c3ccccc3)n2)n1-c1ccccc1)Nc1ccccc1	6	15	4	26	0	-1	0.5	10	-2
COc1cccc(C(=O)NC2CCCC2)c1	-3	10	-3	-14	-3	-21	0.0	5	-2

13 structures from above, sorted by molar mass, rising.
SMILES	CXCR6 block	tim23-1 inh	APJ agonist	Mdm2-MdmX inh	EBI2 block	APJ antag	CHOP UPR activ	CCR6 antag	UPR XBP1 act
COc1cccc(C(=O)NC2CCCC2)c1	-3	10	-3	-14	-3	-21	0.0	5	-2
COc1ccc(C(=S)N(C)C)cc1OC	-5	7	-1	2	-2	8	-1.0	-15	4
O=C(NCCC1=CCCCC1)c1ccc(-n2cncn2)cc1	4	13	-3	-91	5	3	6.8	5	-2
O=C(COC(=O)c1ccc(O)cc1O)c1ccc(Cl)cc1	2	63*	5	-36	1	18	5.6	-2	3
O=C(CSc1ccc(Cl)cc1)NNC(=O)c1cccnc1	-5	-18	-2	27	-2	12	0.3	0	-5
Cc1ccc(OCCOC(=O)c2c(-c3ccccc3)noc2C)cc1	1	-1	-3	44	9	6	0.2	28	-1
CCCOc1ccc(C(=O)C(CN2CCOCC2)c2ccccc2)cc1 (stereo unspecified)	5	32	-5	91*	-44	5	33	22	12
O=C(CNS(=O)(=O)c1cccc2nonc12)NCc1ccc(F)cc1	5	-7	-3	16	-10	14	0.6	3	-1
O=C(Nc1ccc(NC(=O)c2cccs2)cc1)c1ccc2c(c1)OCCO2	-4	2	-2	2	7	3	-1.4	-7	0
CCCOc1ccc(-c2csc3ncn(Cc4ccc(C(=O)O)cc4)c(=O)c23)cc1	-3	8	-2	26	-1	-6	0.5	1	-6
N#Cc1c(N(CCO)CCO)nc(N)c2c(N)nc3c(c12)CC(=O)N3CC1CCCO1 (stereo unspecified)	-11	16	5	6	-2	-32	-0.1	-2	-3
COc1ccccc1CNC(=O)C1CCN(S(=O)(=O)c2ccc3c(c2)C(C)(C)C(=O)N3C)CC1	5	15	-2	15	-2	-2	-0.1	-2	-1
COc1ccc(N(C(=O)CNS(=O)(=O)c2ccccc2)C(C(=O)NCc2ccco2)C(C)C)cc1 (stereo unspecified)	-2	15	-6	0	4	-17	-1.8	11	1

Next entries
SMILES	CXCR6 block	tim23-1 inh	APJ agonist	Mdm2-MdmX inh	EBI2 block	APJ antag	CHOP UPR activ	CCR6 antag	UPR XBP1 act
COc1cccc(NC(=S)N(CCc2nc3cc(C)c(C)cc3[nH]2)Cc2cccnc2)c1	-1	-10	0	-5	7	11	1.9	15	2
Nc1ccccc1C#Cc1cnccn1	-8	11	1	-25	-4	7	2.0	1	3
Nc1nc(SCC(=O)Nc2ccc([N+](=O)[O-])cc2Br)n[nH]1	-5	6	6	3	-8	-29	1.2	13	-1
CC(C)(C)C(=O)NC(=S)Nc1ccccc1F	3	15	-4	23	-8	2	6.3	0	-1
CCOc1ccc(NC(=O)CN(C)C(=O)CC2CCCC2)cc1OCC	7	-6	0	14	-11	-5	0.3	-6	-3
CCC(=O)Nc1sc(C(=O)Nc2ccccc2F)c(C)c1C(=O)OC	5	3	-2	-41	11	-2	-2.0	20	-2
c1cc(C(c2nnnn2C2CCCCC2)N2CCN3CCCC3C2)ccn1 (stereo unspecified)	0	15	-1	1	8	15	-1.4	-12	-2
Cc1ccc(SCCNS(=O)(=O)c2ccc(F)cc2)cc1	-3	36	-4	-18	2	-10	1.7	6	-1
O=C(NNC(=O)c1cccnc1Cl)c1ccc(F)cc1	2	4	-2	0	-2	4	0.4	-2	-2
Cc1cc(NCc2ccccn2)n2ncc(-c3ccc(Cl)cc3)c2n1	17	46	5	49	12	13	12	21	7
Cc1ccc(/C=N/NS(=O)(=O)c2ccccc2)o1	-7	18	0	-49	-15	-35	14	0	-2
Cc1nc2scc(C)n2c(=O)c1S(=O)(=O)N1CCN(c2ccccn2)CC1	7	20	-1	12	-7	-11	0.5	10	-1
Cc1c(O)ccc2c(CN(C)Cc3ccccc3)cc(=O)oc12	-9	20	-5	19	-1	-16	0.8	-3	2
CCOc1cc(/C=N\NC(=O)Cn2nnc3ccccc32)ccc1O	4	11	-5	6	-15	9	0.0	6	2
Cc1ccc(-c2cnn(-c3cccc([N+](=O)[O-])c3)c2N)cc1	-9	1	2	-57	11	-2	7.6	7	-1
O=C(OCCN=C1NS(=O)(=O)c2ccccc21)C1CC(=O)N(c2ccc(Cl)cc2)C1 (stereo unspecified)	-3	-4	-3	14	-3	9	1.6	12	-4
CSCCC(NS(=O)(=O)c1ccc(F)cc1)C(=O)NCc1ccc(S(N)(=O)=O)cc1 (stereo unspecified)	-4	5	-1	-4	-13	21	-0.8	6	0
Cc1cccc(N/C=C/C(=O)c2ccc(Cl)cc2)c1	-1	24	-4	-228	16	-7	5.7	12	0
Cc1cccc(C)c1NC(=O)CSc1nnc(CCCCCNC(=O)OC(C)(C)C)o1	-6	17	-1	15	-6	14	1.2	2	-2
